Compound activity deposited in PubChem BioAssay by several laboratories.
NadD block – inhibitors of S. aureus NadD, primary screen, biochemical, colorimetric, uHTS | Nicotinate-nucleotide adenylyltransferase NadD (Staphylococcus aureus N315) | purified NadD enzyme, colorimetric absorbance read-out | inhibition, % at 20 µM | 360,000 tested, 0.78% active | AID 602399, 2012; in the data active = inhibition above about 26%; also: some compounds past the cut are filed as inactive
DNMT1 inh – human DNMT1 methyltransferase inhibitors, primary screen, biochemical, molecular beacon, fluorescence, HinP1I cleavage, uHTS; DNA (cytosine-5)-methyltransferase 1 (Homo sapiens), P26358; inhibition (reported as % activation of signal), % at 10 µM; 360,000 tested, 0.83% active; AID 588458, 2011; in the data active = inhibition above about 50%
Scp-1 inhibitor – Scp-1 phosphatase inhibitors, primary screen, biochemical, colorimetric, uHTS; Carboxy-terminal domain RNA polymerase II polypeptide A small phosphatase 1 (Homo …; Recombinant Scp1, phosphopeptide, malachite green phosphate absorbance; inhibition, % at 20 µM; 340,000 tested, 0.88% active; AID 493091, 2011;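 active = inhibition above about 50% at 20 µM, limit read from the data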;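 also: plate controls were DMSO wells with enzyme for no effect and wells lacking enzyme for full effect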
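Material: truncated SCP-1 phosphatase (76-261aa) / Buffer or medium: 50 mM Tris acetate pH 5.5, 0.005% Tween-20, 10 mM MgCl2 / Compound dosing: one concentration, 20 µM, with 1.0% DMSO / Incubation: 45 min room-temperature reaction, 5 min colour, 30 min stabiliser / Detection: colorimetric free-phosphate detection, absorbance 630 nm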
STEP block – STEP phosphatase inhibitors, primary screen, biochemical, fluorescence intensity, uHTS | Tyrosine-protein phosphatase non-receptor type 5 (Homo sapiens), P54829 | recombinant STEP, OMFP fluorogenic substrate | inhibition, % at 20 µM | 360,000 tested, 0.25% active | AID 588621, 2011;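 active = inhibition at 20 µM, scaled per plate between control wells, above about 37%, limit read from the data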;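 also: 0% = DMSO with enzyme and substrate and 100% = substrate only without enzyme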
Target sequence (P54829 whole entry, looked up): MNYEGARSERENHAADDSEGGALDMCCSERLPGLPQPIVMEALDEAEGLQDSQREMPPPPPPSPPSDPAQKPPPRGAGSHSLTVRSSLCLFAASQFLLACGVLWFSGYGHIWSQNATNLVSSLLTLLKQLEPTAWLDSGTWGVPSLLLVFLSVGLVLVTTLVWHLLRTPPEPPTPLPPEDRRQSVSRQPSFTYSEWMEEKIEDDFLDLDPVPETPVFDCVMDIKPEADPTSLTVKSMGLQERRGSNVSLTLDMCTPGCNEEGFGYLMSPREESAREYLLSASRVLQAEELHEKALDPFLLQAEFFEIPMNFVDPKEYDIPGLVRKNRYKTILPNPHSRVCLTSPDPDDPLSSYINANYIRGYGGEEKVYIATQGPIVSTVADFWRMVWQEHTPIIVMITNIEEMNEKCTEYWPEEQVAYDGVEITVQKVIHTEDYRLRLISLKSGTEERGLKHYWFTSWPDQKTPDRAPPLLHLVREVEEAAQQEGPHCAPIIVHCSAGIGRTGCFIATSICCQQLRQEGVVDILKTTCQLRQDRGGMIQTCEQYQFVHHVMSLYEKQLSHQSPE
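System: STEP (striatal-enriched tyrosine phosphatase) enzyme, cell-free; medium: Bis-Tris pH 6.0 buffer with DTT, detergent; dosing: 20 µM, 1% DMSO; times: reaction 20 min, ambient temperature; detection: fluorescence, 480/540 nm; read-out basis: normalized % inhibition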
SUMO1-SIM PPI – modulators of SUMO1 protein-protein interactions, primary screen, biochemical, uHTS. SUMO1 binding to a labelled peptide, TR-FRET, 1 h. 360,000 tested, 0.33% active. inhibition, % at 20 µM. Small ubiquitin-related modifier 1 (Homo sapiens), P63165; in the data active = inhibition above about 37%
Target sequence (P63165 whole entry, looked up): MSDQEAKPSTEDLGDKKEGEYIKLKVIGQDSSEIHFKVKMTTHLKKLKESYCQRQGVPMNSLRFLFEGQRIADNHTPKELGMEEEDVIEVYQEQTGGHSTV
Rpn11 inh – Rpn11 (PSMD14) deubiquitinase inhibitors, primary screen, biochemical, fluorescence polarization, uHTS; human 26S proteasome, Ub4-pepOG fluorescence polarization; 20S core pre-blocked with epoxomicin; 26S proteasome non-ATPase regulatory subunit 14 (Homo sapiens), O00487; AID 588493, 2011; 360,000 tested, 0.59% active; calls only at 20 µM;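 active = inhibition at 20 µM, scaled to each plate's controls, above about 33%, limit read from the data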
MsrA inh – bovine MsrA enzyme inhibitors, primary screen, biochemical, absorbance, HTS; Methionine sulfoxide reductase A (Bos taurus); purified bovine MsrA, absorbance read-out; inhibition, % at 15.5 µM; 360,000 tested, 0.75% active; in the data active = inhibition above about 4.5%;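 also: 0% = vehicle wells with enzyme and 100% = reference inhibitor wells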
Tb MetRS inh – T. brucei MetRS inhibitors, primary screen, biochemical, luminescence; purified T. brucei MetRS, ATP depletion, Kinase-Glo luminescence; methionyl-tRNA synthetase (Trypanosoma brucei brucei); 360,000 tested, 0.4% active; inhibition, % at 11.9 µM;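 active = inhibition above a per-plate cutoff of the control wells' mean inhibition plus 3 SD, cut at about 5.5% in these data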;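 also: 0% = DMSO wells median and 100% = median of wells with control inhibitor compound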
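Measured by: Kinase-Glo luciferase luminescence reporting remaining unconsumed ATP. Material: purified T. brucei MetRS enzyme. Doses: 11.9 µM compound single dose, 0.9% DMSO. Medium: HEPES buffer containing pyrophosphatase, BSA, spermine, DTT. Times: 15 min preincubation, 2 h reaction, all 25 °C. Reagent: methionine, ATP and bulk E. coli tRNA.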
LMPTP block – LMPTP phosphatase inhibitors, primary screen, biochemical, fluorescence intensity, uHTS. recombinant LMPTP-A, OMFP fluorogenic substrate. AID 651560, 2012. inhibition, % at 20 µM. 360,000 tested, 0.22% active. Low molecular weight phosphotyrosine protein phosphatase (Homo sapiens), P24666;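 active = compounds that cut the enzyme signal by at least half of the control window in the single-dose screen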;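 also: plate controls were DMSO wells with enzyme plus substrate for no effect and substrate without enzyme for full effect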
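Test system: LMPTP-A phosphatase enzyme. Amount: LMPTP-A at 0.625 nM final in the reaction. Reagent: OMFP substrate, 400 µM final. Times: 50 min at room temperature. Signal: endpoint fluorescence intensity from OMFP dephosphorylation. Read-out basis: % inhibition. Benchmarks: no-enzyme and uninhibited controls.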
CSN deneddyl inh – inhibitors of CSN-mediated cullin deneddylation, primary screen, biochemical, fluorescence polarization, uHTS. Purified CSN, SCF-Nedd8-OG deneddylation. 360,000 tested, 0.38% active. COP9 signalosome complex subunit 5 (Homo sapiens), Q92905. AID 651999, 2013. inhibition, % at 12.5 µM;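 active = pattern-corrected inhibition above about 35%, with an unprinted fluorescence ratio check between 0.5 and 1.5, limit read from the data, passing the limit was not always enough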;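 also: 0% = enzyme with substrate and 100% = substrate without enzyme; some results filed as inactive read as strong as hits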
Target sequence (Q92905 whole entry, looked up, one chain of several): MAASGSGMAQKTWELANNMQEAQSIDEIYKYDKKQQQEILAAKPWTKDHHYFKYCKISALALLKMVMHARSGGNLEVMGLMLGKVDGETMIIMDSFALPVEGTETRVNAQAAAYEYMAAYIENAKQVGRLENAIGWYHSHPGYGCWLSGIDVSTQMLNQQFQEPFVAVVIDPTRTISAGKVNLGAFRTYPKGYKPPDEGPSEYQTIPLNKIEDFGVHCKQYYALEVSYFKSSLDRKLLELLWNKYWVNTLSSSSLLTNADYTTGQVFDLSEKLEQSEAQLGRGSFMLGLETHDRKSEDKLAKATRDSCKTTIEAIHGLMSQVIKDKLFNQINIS
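Test system: Human Csn5 produced in HEK293T cells | Compound: 12.5 µM single point | Times: 90 min, room temperature | Signal: Fluorescence polarization readout | Read-out basis: % inhibition of substrate cleavage by Csn5 | Controls: no-enzyme wells high, enzyme-with-substrate wells low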
* marks the source's active call; other numbers are inactive results; i = inactive; . = not tested or not shown.

SMILES	NadD block	DNMT1 inh	Scp-1 inhibitor	STEP block	SUMO1-SIM PPI	Rpn11 inh	MsrA inh	Tb MetRS inh	LMPTP block	CSN deneddyl inh
O=C(c1ccc(F)cc1)C1CCN(Cc2cn[nH]c2-c2ccc(F)cc2)CC1	-0.8	7.3	-11.4	2.2	1.9	i	1.0	-0.7	-0.7	2.6
Cc1ccc(NC(=O)CN2CCC(NC(=O)Cc3ccccc3)CC2)c(C)c1	-3.8	2.2	-3.4	1.3	-3.0	i	0.3	-0.6	-0.4	-0.2
O=C1CC(c2ccc(Cl)cc2)Oc2ccc(Cl)cc21 (centres undefined)	-2.2	5.5	-13.2	-0.2	3.4	i	-0.7	0.2	2.2	3.6
Cc1ccc(CN2CCN(Cc3ccc(C)s3)CC2CCO)cc1 (centres undefined)	-2.3	-0.2	-2.5	-0.5	2.8	i	-0.1	0.7	0.1	-15.2
CCOc1ccccc1NC(=O)C1C2CCC(O2)C1C(=O)O (centres undefined)	-1.5	0.2	-7.7	-1.6	0.9	i	0.3	0.5	0.6	-1.1
CN(C)/C=C(\C#N)C(=O)Nc1ccc(F)cc1	-3.9	5.2	1.1	-4.0	0.8	i	0.6	-1.5	-0.3	-0.9
CCOC(=O)C1=C(C)N=C2SC(C)C(=O)N2C1c1ccc(OCC)c(OCC)c1 (centres undefined)	0.9	-10.1	-0.6	13.5	-0.1	i	2.1	-0.2	1.4	3.8
CN(C)C=NC(=O)c1cc(C(=O)c2ccccc2Cl)c[nH]1	-1.6	-2.7	3.5	-1.9	-0.5	i	0.7	-0.3	0.3	-13.1
CCCNC(=O)C[C@H]1CC[C@@H]2[C@H](COC[C@@H](O)CN2C(=O)c2ccccn2)O1	.	.	.	.	0.9	.	-0.4	-0.6	-1.6	1.5
CCOC(=O)C1=C(N)Oc2c(oc(CO)cc2=O)C1c1ccccc1 (centres undefined)	-1.5	-0.1	-0.4	-1.5	-2.2	i	0.3	0.1	1.7	4.7
O=S(=O)(NCC1CCCO1)c1ccccc1F (centres undefined)	-0.2	-3.6	-4.7	-2.7	4.0	i	0.0	-0.1	-0.8	5.1
COc1ccc(Oc2cccc(Cl)c2CNC(=O)CCC(=O)O)cc1	0.4	-0.8	-0.4	2.0	8.3	i	-0.4	0.4	-1.2	6.3
O=C1CC2CS(=O)(=O)CC2N1c1ccc(Oc2ccccc2)cc1 (centres undefined)	4.7	-3.9	-0.4	0.3	-4.4	i	0.5	-0.2	0.2	2.2
CC(C)(C)c1ccc(S(=O)(=O)N2CCc3nc4ccccc4c(C(=O)O)c3C2)cc1	7.4	0.4	-4.2	-3.3	-0.4	i	1.9	-0.8	-0.5	-0.1
Cc1csc(NC(=O)NC2(C(F)(F)F)Oc3ccccc3O2)n1	1.1	8.8	-8.1	-0.8	1.7	i	-0.3	0.1	0.7	0.3
COc1ccc(C(O)c2nc(-c3cc(F)cc(Cl)c3)cs2)cc1 (centres undefined)	-5.3	-5.6	.	-3.4	1.8	i	0.8	-0.2	2.0	-3.3
O=C(CN1CCc2ccccc2C1)N1CCN(S(=O)(=O)c2ccccc2)CC1	0.0	-13.8	-3.5	0.6	-5.0	i	0.0	-0.5	-0.4	5.4
O=C(Cn1nnc(-c2ccccc2-n2cnnn2)n1)N1CCCCC1	4.0	-1.6	2.6	7.4	1.2	i	0.1	-0.8	-1.7	-6.2
COc1cc(C)c2c(c1OC)C(=O)CC2	-6.8	-0.7	9.7	-1.8	-7.9	i	0.7	-0.3	-1.7	3.1
Cc1cc2cc(CN(CCN(C)C)C(=S)NCc3ccco3)c(=O)[nH]c2cc1C	6.3	-9.0	-4.5	1.9	3.5	i	1.7	-0.5	2.6	8.4
CCC(=NCCc1ccc(OC)c(OC)c1)c1ccccc1O	-1.0	2.6	2.7	0.5	0.2	i	-0.7	-0.3	5.4	1.4
COc1ccc(NC(=O)c2ccc(-n3cnnn3)cc2)c([N+](=O)[O-])c1	9.1	2.1	-1.4	-1.8	-29.8	i	-0.6	-0.6	0.9	9.6
O=C(c1cc([N+](=O)[O-])ccc1N1CCOCC1)N1CCOCC1	0.8	2.4	-5.7	0.2	-7.6	i	1.6	-1.2	0.0	-0.4
NC(=O)[C@H]1CC2(CC(c3cccc(NC(=O)[C@H]4CCC(=O)N4)c3)=NO2)CN1C(=O)c1ccccc1 (some centres undefined)	10.2	0.0	2.4	-0.6	23.5	i	-0.2	0.0	1.9	-1.8
C[C@H](NC(=O)c1nc[nH]c1C(=O)N[C@@H](C)C(=O)OCc1ccccc1)C(=O)OCc1ccccc1	8.7	8.3	-8.5	0.4	-0.7	i	0.5	-0.4	0.2	2.4
Cc1cc(NS(=O)(=O)c2ccc(NC(=O)COc3ccccc3C(C)C)cc2)no1	1.0	0.4	7.0	-1.3	6.5	i	-1.4	-0.4	-0.4	-2.1
CC(C)C[C@H](NC(=O)c1nc[nH]c1C(=O)NCCCCCN)C(=O)OCc1ccccc1	0.1	7.5	-0.2	2.2	1.7	i	-0.3	-0.3	-1.3	-1.7
O=C(CN1CCN(S(=O)(=O)c2ccc(Cl)c(C(F)(F)F)c2)CC1)NC(=O)NC1CCCCC1	-1.3	-3.1	-10.4	0.1	0.3	i	-1.0	-0.1	1.0	-9.7
COc1cccc(-n2c(N)cc(=O)nc2SCC(=O)Nc2cc(C)on2)c1	-0.8	0.0	-7.3	-0.4	-0.1	i	1.0	-0.3	0.0	-5.8
COc1ccc(N2C(=O)C(Cc3ccccc3)NC2=S)cc1 (centres undefined)	-3.5	0.2	-1.3	0.9	-3.1	i	-0.4	0.6	2.3	5.5

8 entries from above, in markdown.
| structure | NadD block | DNMT1 inh | Scp-1 inhibitor | STEP block | SUMO1-SIM PPI | Rpn11 inh | MsrA inh | Tb MetRS inh | LMPTP block | CSN deneddyl inh |
| --- | --- | --- | --- | --- | --- | --- | --- | --- | --- | --- |
| COc1ccc(C(O)c2nc(-c3cc(F)cc(Cl)c3)cs2)cc1 (centres undefined) | -5.3 | -5.6 | . | -3.4 | 1.8 | i | 0.8 | -0.2 | 2.0 | -3.3 |
| O=C(CN1CCc2ccccc2C1)N1CCN(S(=O)(=O)c2ccccc2)CC1 | 0.0 | -13.8 | -3.5 | 0.6 | -5.0 | i | 0.0 | -0.5 | -0.4 | 5.4 |
| O=C(Cn1nnc(-c2ccccc2-n2cnnn2)n1)N1CCCCC1 | 4.0 | -1.6 | 2.6 | 7.4 | 1.2 | i | 0.1 | -0.8 | -1.7 | -6.2 |
| COc1cc(C)c2c(c1OC)C(=O)CC2 | -6.8 | -0.7 | 9.7 | -1.8 | -7.9 | i | 0.7 | -0.3 | -1.7 | 3.1 |
| Cc1cc2cc(CN(CCN(C)C)C(=S)NCc3ccco3)c(=O)[nH]c2cc1C | 6.3 | -9.0 | -4.5 | 1.9 | 3.5 | i | 1.7 | -0.5 | 2.6 | 8.4 |
| CCC(=NCCc1ccc(OC)c(OC)c1)c1ccccc1O | -1.0 | 2.6 | 2.7 | 0.5 | 0.2 | i | -0.7 | -0.3 | 5.4 | 1.4 |
| COc1ccc(NC(=O)c2ccc(-n3cnnn3)cc2)c([N+](=O)[O-])c1 | 9.1 | 2.1 | -1.4 | -1.8 | -29.8 | i | -0.6 | -0.6 | 0.9 | 9.6 |
| O=C(c1cc([N+](=O)[O-])ccc1N1CCOCC1)N1CCOCC1 | 0.8 | 2.4 | -5.7 | 0.2 | -7.6 | i | 1.6 | -1.2 | 0.0 | -0.4 |

(listing goes on)
SMILES	NadD block	DNMT1 inh	Scp-1 inhibitor	STEP block	SUMO1-SIM PPI	Rpn11 inh	MsrA inh	Tb MetRS inh	LMPTP block	CSN deneddyl inh
Cc1ccc(OCc2cc(C(=O)NCc3cn4ccccc4n3)no2)cc1C	7.0	-2.9	-2.5	1.3	1.0	i	0.1	-0.7	-0.1	3.5
CCOc1cc(S(=O)(=O)N2CCN(S(=O)(=O)CC)CC2)c(OCC)cc1-n1cnnn1	-2.4	0.8	-8.2	0.5	3.2	i	-0.1	0.5	0.7	5.3
COc1cccc(OC)c1C(=O)OCC(=O)NCCNC(=O)COC(=O)c1c(OC)cccc1OC	-8.5	-3.9	.	1.8	-14.0	i	-0.8	-0.1	-4.5	-5.3
CCOC(=O)C(=CNc1nc2ccc(C(=O)OCC)cc2s1)C(=O)OCC	-0.6	28.6	-7.0	-0.9	-14.2	i	-0.7	-0.6	-1.4	-1.9
O=C(CCC(=O)N(CC(=O)NC1CCCCC1)Cc1ccccc1)Nc1nccs1	2.1	4.9	-5.5	-1.9	-0.6	i	0.5	0.1	-1.0	-0.7
O=[N+]([O-])c1ccc(N=Nc2ccc(O)c3ccccc23)cc1	19.1	-16.4	1.9	4.9	-31.3	i	.	-0.3	22.0	9.9
CS(=O)c1ccccc1O (centres undefined)	-0.1	-0.9	-1.1	-2.2	-2.4	i	-1.6	-0.6	-2.5	-0.8
Cc1ccsc1C(=O)OCC(=O)N1CC(=O)Nc2ccccc21	-9.2	-0.5	3.2	3.3	-1.5	i	-0.4	0.2	2.1	-1.9
CC1(C(=O)NS(=O)(=O)c2cccc(Cl)c2)CCN1C(=O)Cc1ccsc1 (centres undefined)	-1.1	2.5	.	-2.8	4.3	i	-0.2	-0.2	-2.7	-4.8
COc1cc(OC)cc(OCC(O)Cn2ccnc2)c1 (centres undefined)	0.8	-0.7	-2.7	-10.7	-5.1	i	-1.1	-1.3	-1.5	-1.1

Rows were taken by chance, and some 3.9% of all compounds hit somewhere here.
